Source: PubChem
KDM4C inh: KDM4C (human) demethylase inhibition. 0.15% of 96,000 active. inhibition, % at 12.5 µM. GST-KDM4C 2-372, H3K9me3 peptide, LANCE TR-FRET. Q9H3R0. AID 720574;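 active means mean replicate inhibition above about 25%, with at least 55% of replicates also reaching it, limit read from the data, passing the limit was not always enough; inconclusive means only one of those two conditions met; inactive means neither condition met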
Target sequence (Q9H3R0 2-372 limits assumed): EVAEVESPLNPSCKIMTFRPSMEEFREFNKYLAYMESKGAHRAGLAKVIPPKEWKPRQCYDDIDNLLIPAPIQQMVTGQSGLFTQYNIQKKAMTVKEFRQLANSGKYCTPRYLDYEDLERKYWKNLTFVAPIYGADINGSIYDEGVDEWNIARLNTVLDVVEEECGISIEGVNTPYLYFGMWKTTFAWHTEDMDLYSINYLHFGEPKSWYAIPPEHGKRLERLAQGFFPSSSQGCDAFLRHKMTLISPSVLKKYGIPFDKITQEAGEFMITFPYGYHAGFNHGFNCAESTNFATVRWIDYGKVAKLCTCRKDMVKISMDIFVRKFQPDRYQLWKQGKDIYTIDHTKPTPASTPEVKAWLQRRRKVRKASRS
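System: N-terminal GST-fused human GASC-1 (KDM4C) fragment, residues 2-372; amount: enzyme final amount 10 nM; incubation: reaction 30 min RT, detection step 1 h RT; medium: HEPES buffer, pH 7.5, plus ascorbate; technique: LANCE TR-FRET, Eu antibody, ULight-streptavidin, EDTA, ex 340 nm, em 618/671 nm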
Tcruzi prolif: inhibitors of T. cruzi proliferation. T. cruzi beta-gal in NIH3T3, GalScreen luminescence, 90 h. inhibition, % at 8.34 µM. 5.9% of 77,000 active. AID 624255;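 active means mean inhibition above about 93%, with at least 55% of replicates each passing it, limit read from the data, passing the limit was not always enough; inconclusive means only one of those two conditions holds; inactive means neither condition holds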
C diff HTS: blocks growth of Clostridium difficile; AID 1259249; Clostridium difficile clinical isolate growth, OD600, 24 h; stronger effect = lower value; 0.25% of 86,000 active; growth activity, negative = inhibition, % at 16 µg/mL (by protocol);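 active means mean growth activity at or below -80% and every replicate also at or below -80%; inconclusive means mean at or below -80% but some replicate above -80%; inactive means mean growth activity above -80%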;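 further: 0% = DMSO wells and -100% = levofloxacin 16 µg/mL wells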
Pf Dd2 growth: inhibitors of Plasmodium falciparum Dd2 growth | P. falciparum Dd2 growth, SYBR Green, 72 h; stronger effect = lower value | 2.3% of 94,000 active | activity change, % at 10 µM | AID 1159554; in the data active means activity change below about -80%; inconclusive means no clear call, values can overlap the other calls
An asterisk follows results filed as active; ? = inconclusive; nt = not tested or not shown; & = joins results of further samples.

Compound	KDM4C inh	Tcruzi prolif	C diff HTS	Pf Dd2 growth
C[C@@H]1CCCCO[C@@H](CN(C)C(=O)c2ccccc2)[C@@H](C)CN([C@H](C)CO)C(=O)c2cc(N(C)C)ccc2O1	6.6	40.2&88.4	0.9	-13.6&14.6
C[C@@H]1CN([C@H](C)CO)C(=O)c2cc(NC(=O)c3ccccc3)ccc2O[C@@H](C)CCCCO[C@@H]1CN(C)Cc1ccccc1	1.2	?	7.7	-66.1
C[C@H]1CN([C@@H](C)CO)C(=O)Cc2cc(NC(=O)Nc3ccccc3)ccc2O[C@H]1CN(C)Cc1ccc(C(=O)O)cc1	2.3	-9.4	-0.9	21.8
OC[C@@H]1[C@H](c2ccc(-c3cccnc3)cc2)[C@H]2CN(CC3CC3)CCCCN12	-0.2	90.9	1.3	-62.7
Cn1cnc(CCNC(=O)C[C@H]2CC[C@@H]3[C@H](COC[C@@H](O)CN3C(=O)C3CCCC3)O2)c1	2.4	-21.5	-0.8&-4.7	28.0
O=C(C[C@H]1CC[C@@H]2[C@H](COC[C@@H](O)CN2C(=O)Nc2cc(Cl)cc(Cl)c2)O1)NCC1CCCCC1	-1.9	-48.1	1.6	-6.9
C[C@H]1CN([C@@H](C)CO)C(=O)c2cc(C#CCc3ccccc3)cnc2O[C@@H]1CN(C)Cc1ccc(C(=O)O)cc1	4.2	nt	-9.6	-23.1
O=C(c1ccccn1)N1C[C@@H]2[C@H](c3ccccc31)[C@@H](CO)N2C(=O)C1CCCCC1	0.2	-8.1	-4.7	-9.0

The list goes on.
Compound	KDM4C inh	Tcruzi prolif	C diff HTS	Pf Dd2 growth
O=C(C[C@H]1CC[C@@H]2[C@H](COC[C@@H](O)CN2Cc2ccccc2)O1)NCCc1ccccc1	0.4	58.7	3.4	-7.0
C[C@@H]1CN([C@@H](C)CO)C(=O)c2cccc(NS(C)(=O)=O)c2O[C@@H]1CN(C)Cc1ccc(Cl)c(Cl)c1	0.9	18.3	6.3	-24.7
C[C@@H]1CN([C@@H](C)CO)C(=O)c2cc(Br)cnc2O[C@H]1CN(C)C(=O)Cc1ccccn1	0.7	-38.7	-2.8	30.6
CCCNC(=O)N1CC2(C1)CN(C(=O)c1ccccc1)[C@@H](CO)c1[nH]c3cc(OC)ccc3c12	-1.3	nt	-0.4	-17.8
C[C@@H]1CN([C@H](C)CO)C(=O)c2cccc(NS(C)(=O)=O)c2O[C@H]1CN(C)C(=O)Nc1ccccc1	-3.2	-43.6	2.1	3.3
C[C@H](CO)N1C[C@H](C)[C@@H](CN(C)S(=O)(=O)c2ccc(F)cc2)Oc2ccc(NC(=O)C3CCCCC3)cc2CC1=O	-1.9	nt	5.0	-65.7
CN(C)CCCNC(=O)C[C@@H]1CC[C@@H](NC(=O)Cc2cccnc2)[C@H](CO)O1	1.4	-9.2	nt	-12.3
C[C@H](CO)N1C[C@H](C)[C@H](CN(C)Cc2ccc(Oc3ccccc3)cc2)Oc2ccc(NS(=O)(=O)c3ccccc3)cc2CC1=O	-1.2	75.9	7.9	-42.7

The list goes on:
Compound	KDM4C inh	Tcruzi prolif	C diff HTS	Pf Dd2 growth
COc1ccccc1-c1cnc2c(c1)C(=O)N([C@H](C)CO)C[C@@H](C)[C@@H](CN(C)C(=O)c1ccncc1)O2	1.3	66.3	-1.8	-6.1
CO[C@H]1CN(C)C(=O)c2cccc(C#N)c2OC[C@H]2O[C@@H](CC[C@H]2OC)CCN(C)C(=O)[C@H]1C	-0.5	-32.6	nt	20.2
N#C[C@H]1[C@@H](c2ccc(-c3cccc(F)c3)cc2)[C@H](CO)N1C(=O)NC1CCCC1	-1.1	92.5	12.9	20.0
O=C(Nc1cccc(F)c1)N1C[C@H]2[C@@H](c3ccccc31)[C@@H](CO)N2C(=O)Cc1ccccn1	-1.0	49.7	0.7	-61.2
CO[C@H]1CN(C)C(=O)c2ccc(NS(=O)(=O)c3cccc(F)c3)cc2OC[C@H](C)N(C(=O)Cc2cccnc2)C[C@H]1C	-1.2	nt	nt	-3.1
Cc1ccc(S(=O)(=O)N(C)C[C@H]2Oc3ccc(N(C)C)cc3CC(=O)N([C@@H](C)CO)C[C@H]2C)cc1	0.1	nt	2.4	-5.5
O=C(C[C@H]1C[C@@H]2c3cc(NC(=O)Nc4ccccc4F)ccc3O[C@@H]2[C@H](CO)O1)NC1CCCC1	-1.9	22.8	nt	-47.8
C[C@H](NC(=O)[C@@H]1[C@@H](CO)[C@@H]2Cn3c(cccc3=O)[C@H]1N2Cc1ccccc1)c1ccccc1	0.1	86.4	-5.6	-2.8

More results follow.
Compound	KDM4C inh	Tcruzi prolif	C diff HTS	Pf Dd2 growth
COc1ccc(NC(=O)Nc2ccc3c(c2)CC(=O)N([C@@H](C)CO)C[C@@H](C)[C@H](CN(C)C(=O)Nc2ccccc2)O3)cc1	0.9	nt	8.8&-6.4	-11.5
Cc1ccc(S(=O)(=O)NCC[C@@H]2CC[C@H](NC(=O)Nc3ccccc3F)[C@@H](CO)O2)cc1	-2.9	-40.3	-1.9	-8.6
Cc1cccc(S(=O)(=O)N2C[C@@H](O)COC[C@@H]3O[C@@H](CC(=O)NCc4ccc5c(c4)OCO5)CC[C@H]32)c1	-0.3	22.4	nt	-5.9
C[C@@H]1CCCCO[C@@H](CN(C)C(=O)c2ccncc2)[C@H](C)CN([C@@H](C)CO)C(=O)c2cc(N(C)C)ccc2O1	5.4	94.0	-1.8	21.3
CCCNC(=O)Nc1ccc2c(c1)OC[C@@H](C)N(C(=O)C1CC1)C[C@H](C)[C@@H](OC)CN(C)C2=O	-1.2	64.8	nt	nt
C[C@@H]1CCCCO[C@H](CN(C)Cc2ccc3c(c2)OCO3)[C@@H](C)CN([C@H](C)CO)C(=O)c2cc(NC(=O)Nc3ccc4c(c3)OCO4)ccc2O1	1.5	?	nt	10.1
Cn1cnc(S(=O)(=O)N[C@@H]2CC[C@@H](CC(=O)NCC3CC3)O[C@H]2CO)c1	1.5	nt	0.4	-44.9
C[C@H](CO)N1C[C@H](C)[C@H](CN(C)Cc2ccc(C(=O)O)cc2)Oc2ccc(NC(=O)Cn3cnnn3)cc2CC1=O	-2.6	-30.1	1.6	1.1

Going on with the list.
Compound	KDM4C inh	Tcruzi prolif	C diff HTS	Pf Dd2 growth
CCCC(=O)Nc1ccc2c(c1)OC[C@@H](C)N(Cc1ccccc1F)C[C@@H](C)[C@H](OC)CN(C)C2=O	2.1	71.3	nt	-88.8*
CNC[C@@H]1Oc2c(NC(=O)c3ccc(-c4nccs4)cc3)cccc2C(=O)N([C@H](C)CO)C[C@@H]1C	-4.6	14.9	3.4	10.6
CN(C)C(=O)C[C@@H]1CC[C@@H]2[C@H](COC[C@@H](O)CN2S(=O)(=O)c2ccccc2)O1	0.2	nt	8.8&-8.0	26.7
N#C[C@H]1[C@H](c2ccc(C3=CCCC3)cc2)[C@H](CO)N1C(=O)NC1CCCC1	2.3	58.2	-6.8	-20.5
CCS(=O)(=O)Nc1ccc2c(c1)C(=O)N(C)[C@H]1CC[C@H](CC(=O)NCc3ccc(OC)cc3)O[C@H]1CO2	-0.2	14.9	-0.2	22.8
CN1C(=O)c2cc(NC(=O)c3ccc(F)c(F)c3)ccc2OC[C@H]2O[C@H](CC(=O)N3CCOCC3)CC[C@@H]21	2.7	-15.0	-5.2	8.5
COc1ccccc1S(=O)(=O)N[C@H]1C=C[C@H](CC(=O)NCc2cccc(F)c2)O[C@@H]1CO	-0.9	-21.4	0.7	-6.5
C[C@H]1CN([C@@H](C)CO)C(=O)c2cc(NC(=O)CCCCCC(=O)Nc3ccccc3N)ccc2O[C@@H]1CN(C)C	18.5	nt	0.5	16.9

(list continues)
Compound	KDM4C inh	Tcruzi prolif	C diff HTS	Pf Dd2 growth
O=C(C[C@@H]1CC[C@@H]2[C@H](COC[C@H](O)CN2C(=O)c2ccccc2)O1)N1CCOCC1	4.8	37.7	6.8&-5.0	17.3
COc1ccccc1-c1ccc2c(c1)O[C@@H](CN(C)C(=O)c1cccnc1)[C@H](C)CN([C@H](C)CO)S2(=O)=O	-0.4	nt	nt	-51.2
C[C@@H]1CN([C@H](C)CO)C(=O)c2cc(NS(=O)(=O)c3cn(C)cn3)ccc2O[C@H]1CN(C)Cc1ccc(Oc2ccccc2)cc1	1.5	20.5	nt	9.5
CN(C)C(=O)[C@H]1[C@H](CO)[C@H]2Cn3c(ccc(C4=CCCC4)c3=O)[C@@H]1N2Cc1ccccn1	1.5	nt	0.1	18.5
CC(C)NC(=O)N[C@@H]1C=C[C@@H](CC(=O)NC2Cc3ccccc3C2)O[C@@H]1CO	-0.3	-86.6	5.2	7.6
COc1ccccc1CNC(=O)C[C@@H]1C[C@@H]2c3cc(NC(=O)C4CCOCC4)ccc3O[C@@H]2[C@H](CO)O1	-1.8	-7.6	-10.6	23.2
COc1ccc2c3c(n(C)c2c1)[C@H](CO)N(S(C)(=O)=O)CC31CN(C(=O)Nc2cccc(F)c2)C1	0.4	nt	2.1	-3.1
C[C@H](CO)N1C[C@H](C)[C@H](CN(C)C(=O)c2ccncc2)OCCCC[C@H](C)Oc2ccc(NC(=O)c3ccccc3)cc2C1=O	-0.3	57.4	-8.1	22.3

Next entries.
Compound	KDM4C inh	Tcruzi prolif	C diff HTS	Pf Dd2 growth
O=S(=O)(c1ccccc1)N1CCCCN2[C@H](CO)[C@H](c3ccc(-c4cncnc4)cc3)[C@H]2C1	3.8	83.9	3.0	-69.3
COc1ccccc1C#Cc1ccc([C@H]2[C@@H](C#N)N(C(=O)C3CCCCC3)[C@H]2CO)cc1	nt	83.9	-8.9	-91.6*
C[C@@H]1CN([C@@H](C)CO)S(=O)(=O)c2ccc(C#CC3CC3)cc2O[C@H]1CN(C)C(=O)C1CCC1	0.2	84.4	-6.8	-40.7
CCCC#Cc1ccc([C@@H]2[C@H](CO)N3C(=O)CN(C(=O)Nc4ccccc4F)C[C@@H]23)cc1	2.4	nt	2.3	-9.7
CNC[C@@H]1Oc2ccc(NC(=O)C3CC3)cc2C(=O)N([C@@H](C)CO)C[C@@H]1C	0.2	-11.0	-1.3	24.3
O=C(C[C@H]1C=C[C@H](NS(=O)(=O)c2ccc(F)cc2)[C@H](CO)O1)NCc1ccccc1F	0.5	nt	5.1	-15.4
C[C@H](CO)N1C[C@H](C)[C@@H](CN(C)Cc2ccccc2)Oc2ccc(NC(=O)CCCN(C)C)cc2C1=O	4.1	-12.0	-1.1	3.0
CNC[C@@H]1Oc2ccc(NC(=O)Cc3ccccc3)cc2CC(=O)N([C@@H](C)CO)C[C@@H]1C	-1.1	20.9	1.5	31.8

Random excerpt: 4 compounds from above
Compound	KDM4C inh	Tcruzi prolif	C diff HTS	Pf Dd2 growth
O=C(C[C@H]1C=C[C@H](NS(=O)(=O)c2ccc(F)cc2)[C@H](CO)O1)NCc1ccccc1F	0.5	nt	5.1	-15.4
COc1ccccc1C#Cc1ccc([C@H]2[C@@H](C#N)N(C(=O)C3CCCCC3)[C@H]2CO)cc1	nt	83.9	-8.9	-91.6*
CCCC#Cc1ccc([C@@H]2[C@H](CO)N3C(=O)CN(C(=O)Nc4ccccc4F)C[C@@H]23)cc1	2.4	nt	2.3	-9.7
C[C@@H]1CN([C@@H](C)CO)S(=O)(=O)c2ccc(C#CC3CC3)cc2O[C@H]1CN(C)C(=O)C1CCC1	0.2	84.4	-6.8	-40.7

Next part.
Compound	KDM4C inh	Tcruzi prolif	C diff HTS	Pf Dd2 growth
C[C@H](CO)N1C[C@H](C)[C@H](CN(C)C(=O)Nc2cccc3ccccc23)Oc2ccc(NC(=O)NC3CCCCC3)cc2CC1=O	-0.5	-14.4	-15.5	-20.4
CNC[C@H]1Oc2ncc(C#CCC(C)C)cc2C(=O)N([C@H](C)CO)C[C@H]1C	-0.5	105.1*	3.5	-56.9
C[C@H](CO)N1C[C@H](C)[C@H](CN(C)Cc2ccc(Oc3ccccc3)cc2)Oc2ccc(NC(=O)CCC(F)(F)F)cc2CC1=O	-0.5	66.6	7.7	-12.1
C[C@@H]1CN([C@H](C)CO)C(=O)c2cc(C#C[C@@H](C)O)cnc2O[C@@H]1CN(C)Cc1ccccn1	2.0	-43.9	1.8	41.0
CO[C@@H]1CN(C)C(=O)c2cc(NS(=O)(=O)c3cccc(F)c3)ccc2OC[C@@H](C)N(Cc2cc(F)ccc2F)C[C@@H]1C	1.5	99.9*	11.7	-24.9
O=C(C[C@@H]1CC[C@@H]2[C@H](COC[C@@H](O)CN2Cc2ccncc2)O1)NCc1ccncc1	22.3	7.5	nt	11.5
Cc1noc(C)c1NC(=O)Nc1ccc2c(c1)CC(=O)N([C@@H](C)CO)C[C@H](C)[C@@H](CN(C)CC1CC1)O2	0.4	19.7	-0.8	22.7
C[C@H](CO)N1C[C@H](C)[C@H](CN(C)C(=O)Cc2ccccn2)Oc2ncc(-c3cncnc3)cc2C1=O	-2.5	-18.1	2.1	nt
C[C@@H]1CCCCO[C@H](CN(C)Cc2ccc3c(c2)OCO3)[C@H](C)CN([C@@H](C)CO)C(=O)c2cc(NS(=O)(=O)c3ccccc3)ccc2O1	3.3	nt	nt	-63.9
CCNC(=O)C[C@@H]1CC[C@@H]2[C@H](COc3ccc(NC(=O)Nc4ccc(F)cc4)cc3C(=O)N2C)O1	3.7	4.1	6.0	-36.9
